Bioassay records as filed in PubChem BioAssay.
MPTP inh – inhibitors of mitochondrial permeability transition pore; isolated mouse mitochondria, Ca2+ swelling absorbance, 30 min; inhibition, % at 10 µM; actives 1.4% (n = 360,000); AID 602449;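 active means inhibition of 50% or more, scaled per plate between neutral and stimulator controls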;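 further: 0% = DMSO wells given calcium and 100% = 1 mM EGTA wells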
NR3A LBD binder – modulates the human NR3A ligand-binding domain | NR3A LBD differential scanning fluorimetry, Tm shift; 0% = protein alone, 100% = glycine-bound protein | Tm shift relative to glycine control, % at 25 µM | actives 2.5% (n = 340,000) | AID 1259313;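 active means melting temperature shift of at least 10% of the positive control shift, at one fixed dose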
* hit, by the source's call. An excerpt; count on the stated rates, not on these rows.

SMILES	MPTP inh	NR3A LBD binder
Nc1c(C(=O)Nc2ccc(S(=O)(=O)N3CCCC3)cc2)sc2nc3cc4c(cc3cc12)CCC4	21	7
CCC(CC)CN1CCC(CN2C(=S)NC[C@@H]2[C@@H](C)CC)CC1	0.7	1
CC[N+]1(C)CC2CCC(C)(C1)C2(C)C (stereo unspecified)	0.3	-5
c1cc(-c2n[nH]c(-c3ccncc3)n2)ccn1	3.5	-3
CC(=O)NC(NC(=S)Nc1c(C)n(C)n(-c2ccccc2)c1=O)C(Cl)(Cl)Cl (stereo unspecified)	0.7	1
CC[C@H](C)[C@H]1CNC(=O)C(=O)N1CC1CCN(CCc2ccc(Cl)c(Cl)c2)CC1	3.6	0
O=C(COc1ccccc1)c1ccccc1	-0.3	0
CNc1ccc(C=C2C=Cc3ccccc32)cc1	4.3	9
COc1cccc(NC(=O)CN(C)C(=O)c2cc(-c3ccccc3)nc3ccc(C)cc23)c1	-0.1	6
Cc1nn(-c2ccc(F)cc2)c(Cl)c1/C=C(/CC(=O)O)c1nc2ccccc2s1	-0.8	-1
O=[N+]([O-])c1cccc(N=Nc2ccc(O)cc2O)c1	84*	-8
O=C(NCc1ccccc1)c1ccccc1	-1.1	-2
CN(C(=O)c1ccc(NC(=O)Cc2ccc(NC(=O)C3CCN(C(=O)CCc4ccccc4)CC3)cc2)cc1)C1CCCC1	0.2	7
O=C(O)c1c2cc(Br)ccc2nc2[nH]c(=O)[nH]c(=O)c12	-1.6	-2
OCC1OC(Oc2c(Br)cc(Br)cc2Br)C(O)C(O)C1O (stereo unspecified)	-2.8	-16
Cc1ccc(-c2cc(C(=O)N/N=C/c3c(C)nn(-c4ccccc4)c3C)n[nH]2)s1	0.1	15*
O=[N+]([O-])c1cccc(C=NN=Cc2ccccc2O)c1	2.1	-1
COc1nnc(-c2ccc(C(=O)N3C[C@@H]4C[C@H](C3)c3cccc(=O)n3C4)cc2)c2ccccc12	1.9	2
CN(C)c1ncnc2c1ncn2CCn1cnc2c(N(C)C)ncnc21	-0.5	2
CCNc1nc(SCCOc2ccc(Cl)cc2Cl)nc(N(C)C)n1	2.5	-22

Part of the list above, as labelled records.
COc1nnc(-c2ccc(C(=O)N3C[C@@H]4C[C@H](C3)c3cccc(=O)n3C4)cc2)c2ccccc12
- MPTP inh: 1.9
- NR3A LBD binder: 2
CCC(CC)CN1CCC(CN2C(=S)NC[C@@H]2[C@@H](C)CC)CC1
- MPTP inh: 0.7
- NR3A LBD binder: 1
CN(C(=O)c1ccc(NC(=O)Cc2ccc(NC(=O)C3CCN(C(=O)CCc4ccccc4)CC3)cc2)cc1)C1CCCC1
- MPTP inh: 0.2
- NR3A LBD binder: 7
O=C(COc1ccccc1)c1ccccc1
- MPTP inh: -0.3
- NR3A LBD binder: 0

Going on with the list.
SMILES	MPTP inh	NR3A LBD binder
CC1(C)N=C(N)N=C(N)N1c1ccc(OCCCOc2ccccc2)c(Cl)c1	-1.2	5
CCn1cc(/C=N/NC(=O)COc2cccc3cccnc23)c2ccccc21	-0.7	1
O=C1/C(=C\c2ccccc2)CN(C(=O)CCN2CCCCC2)C/C1=C/c1ccccc1	0.5	1
CN(C)c1ccc(C=NNc2nc3c([nH]2)c(=O)n(C)c(=O)n3C)cc1	-0.5	-24
COc1cc2ccc(=O)oc2c(O)c1O	0.2	1
COc1cc([N+](=O)[O-])ccc1NC(=O)CN1C(=O)NC2(CCCCC2C)C1=O (stereo unspecified)	0.9	-1
Cc1ccc(S(=O)(=O)N(CC(=O)N=Nc2c(O)[nH]c3ccccc23)c2ccc(C)c(C)c2)cc1	20	-3
COc1ccc(C(=O)Cn2c(C(C)=O)nc3ccccc32)cc1	-1.8	-1
COc1cc(-c2ccc(NC(=O)CN3CCC(C)CC3)c(OC)c2)ccc1NC(=O)CN1CCC(C)CC1	6.1	0
O=C(c1cc(-c2cccnc2)nc2ccccc12)N1CCN(S(=O)(=O)c2ccc(Cl)s2)CC1	-0.3	-1
COc1cc(CCC(N)c2cccc(O)c2)cc(OC)c1OC (stereo unspecified)	0.4	-1
CN(C(=O)c1cccc(NC(=O)Cc2cccc(NC(=O)C3CCN(C(=O)C4CCCC4)CC3)c2)c1)C1CCC1	-0.9	-1
COc1ccc(-c2nnc3ccc(SCC(=O)N4CCN(c5ccccc5)CC4)nn23)cc1	-0.1	1
O=C(NNC(=O)c1cccc2ccccc12)c1ccc(F)cc1	-2.9	-1
O=C(Nc1ccccc1C(=O)N1CCCCCC1)c1cccc(S(=O)(=O)N2CCOCC2)c1	0.5	1
Nc1ccc2c(S(=O)(=O)O)cccc2c1S(=O)(=O)O	-1.0	0
OC(Cc1cccnc1)(c1ccccc1)c1ccccc1	-0.9	0
O=C(NCCN1CCOCC1)NC1(C(F)(F)F)Oc2ccc(Cl)cc2O1 (stereo unspecified)	0.8	5
c1ccc2c(c1)Nc1nccnc1S2	0.3	-2
O=C(CSc1nc2[nH]ncc2c(=O)[nH]1)N1CCCCC1	-0.4	-1
CCC(C)(c1nnnn1-c1c(C)cccc1C)N(N=O)c1ccccc1Cl (stereo unspecified)	0.7	-1
Cc1ccc(C2(C)NC(=O)N(CC(=O)Nc3cc(S(=O)(=O)N4CCOCC4)ccc3OC(C)C)C2=O)cc1 (stereo unspecified)	0.1	2
COc1ccc(CCN2CCC(CN3C(=S)NC[C@@H]3CC(C)C)CC2)cc1OC	-1.8	1
C[C@H]1CN[C@@H](CCO)/C1=C\c1ccccc1	-2.0	3
N#Cc1ccc(S(=O)(=O)N2CCN(C(=O)c3cn(-c4ccccc4)nc3-c3cccnc3)CC2)cc1	-1.1	-1
COc1cc(C2c3cc4c(cc3OC(N3CCCCC3)C2C)OCO4)cc(OC)c1O (stereo unspecified)	3.0	0
CN(CC(=O)Nc1ccc(F)c(F)c1F)C(=O)Cc1ccc(S(=O)(=O)N2CCOCC2)s1	-1.6	0
Cc1cc(C)cc(N(CC(=O)NCc2ccco2)C(=O)CCC(=O)Nc2ccccn2)c1	0.2	17*
CCOC(=O)c1nnsc1C(OC)Oc1ccccc1 (stereo unspecified)	-0.1	-1
O=C(C1CCN(CCc2ccccc2)CC1)N1CCOCC1	-2.6	0
N/C(=N\OS(=O)(=O)c1ccccc1)c1cccnc1	13	-5
Cc1ccc(CN2CCN(CCCn3cnc4c(OCc5ccccc5)ncnc43)CC2)cc1	0.8	-2
C=CCOc1cccc(C(=O)N(C)C2CCCN(Cc3ccccc3F)C2)c1 (stereo unspecified)	0.4	-2
Cc1cc(Cl)ccc1OCC(=O)OCC(=O)Nc1ccc(F)c([N+](=O)[O-])c1	0.3	26*
COc1cc(C(=O)N2CCN(c3ccccc3)CC2)c2ccccc2n1	-0.3	0
CCOc1ccc(N2CC(C(=O)NCCc3ccc(OC)c(OC)c3)CC2=O)cc1 (stereo unspecified)	-9.2	0
COC(=O)CCC(C)C1CCC2C3CCC4CC(O)CCC4(C)C3CC(O)C12C (stereo unspecified)	-0.1	-18
CC(C)Cn1cnc2c(SCc3ccccc3F)nc(N)nc21	-0.7	-1
NC(=S)N/N=C/c1coc2c(ccc3ccccc32)c1=O	0.1	10
CSCCC(NC(=O)COc1ccccc1)C(=O)OCc1ccc(Cl)cc1 (stereo unspecified)	-0.5	-5
Cn1c(=O)c2[nH]c(CCCCCc3nc4ccccc4[nH]3)nc2n(C)c1=O	-0.6	1
O=C1C=C(C2CCCCC2)C(=O)c2ccccc21	-0.8	2
O=C(CCCOc1ccc(Cl)cc1Cl)NC(Cc1ccccc1)C(=O)O (stereo unspecified)	-0.9	2
Cc1ccc(NC(=O)CCC(=O)NNC(=O)c2cccs2)cc1C	0.2	0
CC(=O)Nc1ccc(NC(=O)COC(=O)C2c3ccccc3Oc3ccccc32)cc1	-1.0	-8
COc1ccc(CNC[C@H]2O[C@@H](n3ccc(=O)[nH]c3=O)[C@H](O)[C@@H]2O)cc1OC	-1.4	-3
Cn1cc(/C=C2\SC(=S)N(NC(=O)c3ccccc3Cl)C2=O)c2ccccc21	0.5	12*
COc1ccc(C=NNC(=S)NN=Cc2ccc(OC)c(OC)c2)cc1OC	0.2	-26
CC(=O)N(C)c1ccc(N=C2C(=O)Nc3ccccc32)cc1	-0.7	1
COC(=O)C1CC2=C(CCCC2=O)N(Cc2ccccc2)C1=O (stereo unspecified)	0.5	0
O=C(CC(=O)c1cccs1)c1ccncc1	-4.7	-1
O=C1CCC(c2ccccc2)N1c1ccccc1 (stereo unspecified)	-1.1	-1
COc1ccccc1C(CNC(=O)c1cccc(S(=O)(=O)Nc2ccc(F)cc2)c1)N1CCCC1 (stereo unspecified)	-0.7	-2
Cc1csc2nc(=O)c3ccccc3n12	-0.4	1
CC(C)n1c(CNC(=O)c2ccccc2F)nnc1SCC(=O)c1ccc(F)cc1	-1.3	-3
CSC(=Nc1ccccc1)N=C(SCc1ccccc1)N(C)C	24	11*
COc1cccc(C2=CC(=O)C(C(C)(C)C)N2C(C)(C)C)c1 (stereo unspecified)	-1.1	2
CCOc1ccc(C=NN2CCCCCC2)cc1OCC	-0.6	4
Nc1c(C(=O)NC2CC2)sc2nc3c(c(-c4ccco4)c12)CC/C3=C/c1ccco1	4.0	1
CN(N=O)c1ccc(C=C2C=Cc3ccccc32)cc1	1.7	-10

The list goes on.
SMILES	MPTP inh	NR3A LBD binder
CCOc1ccc2[nH]c(=O)c(CN(CCCN3CCOCC3)C(=O)Nc3ccc(F)cc3)cc2c1	1.1	-2
O=C(C(c1ccccc1)C(O)(c1ccccc1)c1ccccc1)N1CCOCC1 (stereo unspecified)	1.3	0
COc1ccccc1N1CCN(CC(=O)Nc2cc(C)nn2-c2nc(C)cc(C)n2)CC1	0.9	-1
COc1ccc(N=[N+]([O-])c2ccc(OC)cc2)cc1	0.7	5
O=P(CCc1ccccc1)(c1ccccc1)c1ccccc1	0.4	-3
N#C/C(=C/C1=C(N2CCOCC2)C(=C/c2ccccc2)/CC1)C(=O)Nc1ccccc1F	9.3	0
Cc1nc(NC(=O)c2ccco2)sc1C(=O)O	-1.3	1
O=C(Cc1ccc(NC(=O)C2CCN(C(=O)c3ccccc3)CC2)cc1)Nc1cccc(C(=O)N2CCCCC2)c1	-1.6	0
O=C(CCCCC(=O)NN=Cc1ccc(Cl)cc1)NN=Cc1ccc(Cl)cc1	0.9	-2
Cc1ccc(-c2csc(N)n2)cc1	-0.8	2
Cc1cc(C)c2c(ccc3ccccc32)n1	-0.9	4
C#CCOCCOCCOCCNc1nc(N2CCN(C(=O)Cn3cc(CC(C)O)nn3)CC2)nc(N2CCN(C(=O)[C@H]([C@@H](C)CC)n3cc(CCCCN)nn3)CC2)n1 (stereo partly specified)	0.3	-10
CCN(CC)CCNC(=O)c1nn(-c2ccc(Cl)cc2)c2c1CCc1cc(OC)ccc1-2	4.9	-2
O=C(Cc1ccc(NC(=O)C2CCN(C(=O)C3CCC3)CC2)cc1)Nc1cccc(C(=O)N2CCCC2)c1	0.2	-3
O=C(Nc1ccc(F)cc1)c1nn(-c2ccccc2)c(=O)cc1Cl	-0.9	2
O=C1CC(N2CCN(S(=O)(=O)c3ccccc3F)CC2)C(=O)N1c1ccccc1F (stereo unspecified)	-0.5	0
CC(C(=O)O)n1cc(C#N)c(=O)[nH]c1=O (stereo unspecified)	-0.1	2
COc1c2c(cc(O)c1C(C)=O)OC(C)(C)C=C2	0.6	0
Nc1ccc(C(=O)Nc2ccc3cc(S(=O)(=O)O)ccc3c2)cc1	-1.1	-3
O=S(=O)(Nc1nc2ccccc2nc1N1CCc2ccccc2C1)c1ccc(Br)cc1	1.6	10*

A section of the results above, as a working copy:
SMILES	MPTP inh	NR3A LBD binder
O=C(Nc1ccc(F)cc1)c1nn(-c2ccccc2)c(=O)cc1Cl	-0.9	2
O=C1CC(N2CCN(S(=O)(=O)c3ccccc3F)CC2)C(=O)N1c1ccccc1F (stereo unspecified)	-0.5	0
CC(C(=O)O)n1cc(C#N)c(=O)[nH]c1=O (stereo unspecified)	-0.1	2
COc1c2c(cc(O)c1C(C)=O)OC(C)(C)C=C2	0.6	0
Nc1ccc(C(=O)Nc2ccc3cc(S(=O)(=O)O)ccc3c2)cc1	-1.1	-3
O=S(=O)(Nc1nc2ccccc2nc1N1CCc2ccccc2C1)c1ccc(Br)cc1	1.6	10*

Next entries follow:
SMILES	MPTP inh	NR3A LBD binder
C=CCc1cccc(/C=N/NC(=O)CCCNc2ccc(C)cc2)c1O	54*	12*
COc1ccccc1NC(=O)NNC(=O)c1ccncc1	-2.1	0
Cc1sc2ncnc(N3CCC(C(=O)NNC(=O)COc4ccc(Cl)cc4)CC3)c2c1C	0.4	-6
O=C(Nc1ccc(Cl)c(Cl)c1)Nc1nnc(-c2ccncc2)s1	102*	13*
CC(C)CSc1nc(N)nc2c1ncn2C1OC(CO)C(O)C1O (stereo unspecified)	-1.8	-2
CC1(C)C2CCC1(C)C(SC(=N)N)C2 (stereo unspecified)	-0.6	0
CC1CC=CCC1(CO)CO (stereo unspecified)	0.9	0
O=C(Nc1ccnn1C1CCNCC1)c1ccc2c(c1)OCO2	-1.2	-1
C=CCn1c(=O)n(C)c2c(=O)n(C)c(=O)n(C)c21	-0.9	-2
O=C1CCC(C(=O)OCC(=O)N2N=C3/C(=C\c4ccccc4)CCCC3C2c2ccccc2)N1 (stereo unspecified)	-3.6	0
O=C(CC(O)(CC(=O)OCc1ccccc1)C(=O)OCc1ccccc1)OCc1ccccc1	-0.3	-3
Nc1ccc(Cc2ccc([N+](=O)[O-])cc2)cc1	0.2	1
O=C(NCc1ccccc1)c1ccc(NC(=O)C2CCCC2)cc1	-0.3	0
CC1CC2C(C(O)CC3(C)C2CCC3(O)C(=O)CO)C2(C)C=CC(=O)C=C12 (stereo unspecified)	-0.5	3
